# GRP78 ERSR act: inducers of ER stress response in human glioma cells; U87-MG GRP78 promoter luciferase reporter, 16 h; Potency, µM, for the others: at the highest dose activation, actives largely listed as activators; 420,000 compounds, 0.02% hits; AID 602332; note: potency is the fitted concentration of half-maximal effect; series mostly up to about 76 µM; % of control where 0% means no effect; nearly all actives have a fitted effect of over 35% in size
#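 Stably transfected U87-MG human glioma cells carrying a GRP78-based luminescent sensor were seeded at 1000 cells/well, pin-dosed with compounds and incubated 16 h. Luciferase reagent was then added, and end-point luminescence was read after 10 min at room temperature.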
# PI4K2A inh: PI4K2A (human) kinase inhibition; Q9BTU6; purified PI4K2A, ADP-Glo luminescence, 1 h; active compounds read low; activity change, negative = inhibition, % at 76.9 µM; 420,000 compounds, 0.13% hits; in the data active = activity change below about -50%; inconclusive = mostly about -30% to -49%;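 note: -100% = wells without enzyme as full effect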
# Target sequence (Q9BTU6 whole entry, looked up): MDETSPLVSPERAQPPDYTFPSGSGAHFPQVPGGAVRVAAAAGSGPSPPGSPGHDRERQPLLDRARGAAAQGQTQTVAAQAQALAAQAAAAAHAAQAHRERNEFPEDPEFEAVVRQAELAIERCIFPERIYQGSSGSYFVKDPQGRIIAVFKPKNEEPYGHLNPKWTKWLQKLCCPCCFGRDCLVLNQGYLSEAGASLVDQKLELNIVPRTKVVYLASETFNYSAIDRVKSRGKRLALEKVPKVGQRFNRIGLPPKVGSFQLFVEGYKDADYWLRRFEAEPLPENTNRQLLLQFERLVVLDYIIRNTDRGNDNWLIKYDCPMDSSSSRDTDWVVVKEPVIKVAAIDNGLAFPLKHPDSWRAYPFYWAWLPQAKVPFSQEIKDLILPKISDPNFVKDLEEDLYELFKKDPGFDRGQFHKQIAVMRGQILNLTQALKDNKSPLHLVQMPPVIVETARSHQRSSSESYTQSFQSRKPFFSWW
#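 Compounds are screened against recombinant PI4K2A using PI as substrate and ATP, the latter dispensed at 300 microM. Reactions run one hour at ambient temperature before ADP-Glo detection; full inhibition defined by wells lacking enzyme.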
# USP1 inh: blocks the human USP1/UAF1 deubiquitinase complex; AID 743255; Potency, µM (series often up to 57.1 µM), inactives show at the top dose activity change, negative = inhibition, usual class: inhibitors; 390,000 compounds, 0.23% hits; recombinant USP1/UAF1, Ub-Rhodamine cleavage fluorescence; note: potency is the fitted concentration of half-maximal effect; % is set by controls: 0 for no effect and ±100 for the full control effect; nearly all actives have a fitted effect of over 60% in size; inactives centre near -12
#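 1 nM enzyme complex + cpd, 15 min RT; start with Ub-Rho 150nM final; kinetic fluorescence ex 480/em 540, 6 reads q60 s. Buffer 50mM HEPES pH 7.8, 0.5mM EDTA, 0.1 mg/ml BSA, 1mM TCEP, 0.01% Tween-20.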
# TrxR1 substrate: substrates of rat thioredoxin reductase 1. O89049. purified TrxR1 substrate turnover, NADPH consumption readout. Potency, µM (doses to about 114 µM), for the others: at the top dose activity change, negative = substrate turnover. 390,000 compounds, 0.01% hits. AID 588456; note: potency is the fitted concentration of half-maximal effect; % is set by controls: 0 for no effect and ±100 for the full control effect; nearly all actives have a fitted effect of over 50% in size
# Target sequence (O89049 whole entry, looked up): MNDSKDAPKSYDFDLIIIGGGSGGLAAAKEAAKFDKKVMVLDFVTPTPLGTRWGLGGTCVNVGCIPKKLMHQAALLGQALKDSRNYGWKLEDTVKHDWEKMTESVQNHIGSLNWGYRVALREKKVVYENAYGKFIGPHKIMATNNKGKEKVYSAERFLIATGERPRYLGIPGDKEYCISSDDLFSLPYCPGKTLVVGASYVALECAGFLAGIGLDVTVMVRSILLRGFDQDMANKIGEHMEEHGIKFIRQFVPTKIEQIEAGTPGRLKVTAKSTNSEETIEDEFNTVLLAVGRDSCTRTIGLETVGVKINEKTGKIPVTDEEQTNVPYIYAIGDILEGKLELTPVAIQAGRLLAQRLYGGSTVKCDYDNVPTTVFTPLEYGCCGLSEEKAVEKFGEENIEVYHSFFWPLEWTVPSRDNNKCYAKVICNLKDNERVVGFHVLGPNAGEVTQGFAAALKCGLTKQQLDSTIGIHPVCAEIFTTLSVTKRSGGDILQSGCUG
#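 Rat TrxR1, dispensed at 90 nM, was prereduced with 400 uM NADPH (final) for 5 min at ~22 deg C, then incubated with compound 15 min before 400 uM selenite. A first-read NADPH fluorescence drop versus no-compound background flagged substrates.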
# LDHA block: inhibitors of human lactate dehydrogenase A; purified LDHA, NADH/diaphorase-resazurin fluorescence; active compounds read low; P00338; activity change, % (values are at about 110 or 230 µM); 480,000 compounds, 0.15% hits; AID 1347041; in the data active = activity change below about -30%; inconclusive = mostly about -25% to -30%;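 note: plate controls were DMSO wells for no effect and wells without enzyme for full effect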
#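 Human LDH5 at 2 nM final in Tris HCl pH 7.4 with 0.06 mM NADH and 0.2 mM pyruvate, reacted 5 minutes at room temperature. Remaining NADH coupled via diaphorase/resazurin; resorufin fluorescence read at 0 and 20 minutes, normalized to enzyme-free and DMSO wells.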
# IDH1 R132H inh: inhibitors of human mutant IDH1 R132H. O75874. IDH1-R132H enzyme, NADPH consumption, diaphorase/resazurin fluorescence. Potency, µM (highest dose often 76.6 µM), inactives show at the highest dose activity change, negative = inhibition, usual class: inhibitors. 390,000 compounds, 0.093% hits; note: potency is the fitted concentration of half-maximal effect; % is set by controls: 0 for no effect and ±100 for the full control effect; nearly all actives have a fitted effect of over 65% in size
#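 IDH1-R132H (0.5 ug/mL dispensed) in pH 7.5 Tris buffer was preincubated 30 min with compound, then given a substrate mix of 0.016 mM NADPH and 2 mM alpha-KG for 80 min at room temperature; remaining NADPH was read by diaphorase/resazurin fluorescence.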
# Vif-A3G inh: Vif-A3G binding inhibition | Q9HC16 | HeLa A3G-eYFP + Vif (tagged APOBEC3G with the HIV-1 protein that degrades it), YFP fluorescence, overnight | Potency, µM (doses to about 46.1 µM), inactives show at the highest dose activity, negative = active, hits mostly inhibitors | 410,000 compounds, 0.076% hits;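 note: potency is the fitted concentration of half-maximal effect; % is set by controls: 0 for no effect and ±100 for the full control effect; nearly all actives have a fitted effect of over 60% in size; hits raise eYFP signal because A3G escapes Vif-driven loss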
#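 HeLa cells stably expressing Vif and C-terminally eYFP-tagged A3G, seeded overnight at 37 deg C, then exposed to compound by pintool overnight at 37 deg C. Rise in yellow fluorescence (Ex 488/Em 500-530, Acumen) marks blocked Vif-driven A3G degradation.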
# RXFP1 ag: agonists of human relaxin receptor RXFP1; Q9HBX9; 370,000 compounds, 0.3% hits; Potency, µM (doses to about 57.5 µM), for inactives: at the top dose activation, usual class: activators; HEK293T-RXFP1 cAMP TR-FRET, 30 min; response scale: percent of porcine relaxin response, buffer zero; note: potency is the fitted concentration of half-maximal effect; % is set by controls: 0 for no effect and ±100 for the full control effect; nearly all actives have a fitted effect of over 60% in size; many of its hits are not listed in these tables
#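 HEK293T cells stably expressing RXFP1 were pretreated with the PDE4 inhibitor Ro 20174, exposed to compounds for 30 min at 37C, lysed, and cAMP was read by TR-FRET. Data normalized to buffer (basal) and 29 nM porcine relaxin (100%).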
# Vif-A3F inh: Vif-A3F binding inhibition | 390,000 compounds, 0.2% hits | Potency, µM (top dose mostly 46.1 µM), for inactives: top-dose activity, negative = active | HeLa A3F-eYFP + Vif (tagged APOBEC3F with the HIV-1 protein that degrades it), YFP fluorescence increase; note: potency is the fitted concentration of half-maximal effect; % of control where 0% means no effect; nearly all actives have a fitted effect of over 65% in size
#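 HeLa cells stably expressing Vif plus C-terminally eYFP-tagged A3F were seeded, incubated overnight at 37 deg C, dosed with compound, incubated overnight again at 37 deg C. Yellow fluorescence (Ex 488/Em 500-530) reported blocked Vif-mediated A3F-eYFP degradation.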
# Active calls of the source: *; ? = inconclusive; / = no result given; [ ] = remark or other dose. Unless noted, calls come from the whole dose curve; as a rule, active = well fitted curve in the direction sought with a large enough effect; inconclusive = small, poorly fitted or top-dose-only effect, or another doubt; inactive = no such curve, though single readings can be large; an effect the other way counts as inactive or inconclusive.
Molecule | GRP78 ERSR act | PI4K2A inh | USP1 inh | TrxR1 substrate | LDHA block | IDH1 R132H inh | Vif-A3G inh | RXFP1 ag | Vif-A3F inh
COc1ccc(C(=O)NCCc2nnc3ccc(SCC(=O)N4CCCC4)nn23)cc1 | -5% | 3 | -6% | 10% | -3 | -8% | -6% | ? | -1%
C/C(CC1CC(COCC(C)C)OC1=O)=N\NC(N)=S (centres undefined) | 0% | -1 | -6% | 2% | -6 | 0% | -2% | 1.5% | 1%
CCC(Oc1ccccc1)C(=O)N1CCC(C(N)=O)CC1 (centres undefined) | 3% | 12 | -1% | 7%[57.1 µM] | -4 | -1% | 3% | 1.3% | 1%
COc1ccc(S(=O)(=O)N2CCC(C(=O)N3CCC(C(N)=O)CC3)CC2)cc1Cl | -1% | 5 | -20% | -2%[57.1 µM] | -14 | -8% | -5% | 1.0% | -5%
CC(C)C(NC(=O)CC12CC3CC(CC(C3)C1)C2)C(=O)O (centres undefined) | 1% | -5 | 7% | -11% | 3 | 1% | 0% | -0.2% | -8%
Cc1ccc(NC(=O)C2CCN(C(=O)NC3CCCCC3)CC2)cc1 | -2% | -6 | -15% | -4% | 1 | 0% | 0% | 1.3% | 7%
Cc1ccc(SCCNC(=S)Nc2ccc(C)cc2C)cc1 | -3% | 6 | -11% | -9% | -6 | -17% | 4% | 0.3% | 1%
CCC(C)NCC(O)COCc1ccc(Cl)cc1 (centres undefined) | -1% | -1 | 6% | 5%[57.1 µM] | 1 | -3% | -1% | 0.0% | -3%
Cc1nc2c(Cl)cc(Cl)cc2[nH]1 | -2% | 3 | -6% | -6% | -9 | -1% | -6% | -1.5% | -3%
CC1CCN(c2nnc(-c3ccccc3)c3ccccc23)CC1 | -1% | 5 | ? | -9%[57.1 µM] | -2 | 8% | -13% | 3.4% | -10%
COc1cccc(N2C(=O)C(CC(=O)Nc3ccc(Cl)cc3)N(Cc3ccc4c(c3)OCO4)C2=O)c1 (centres undefined) | -2% | -14 | -25% | -4% | 5 | -22% | -4% | -0.2% | 0%
Cc1cc(NC(=O)CCC(=O)NNC(=O)c2ccc(C(C)(C)C)cc2)no1 | -1% | -7 | 9% | -7% | -4 | -5% | -5% | 0.4% | -19%
Cc1ccc(C)c2c1cc(C)c1nnc(SCC(=O)N3CCCc4ccccc43)n12 | -3% | 4 | 3% | -5% | 0 | 10% | 1% | 0.4% | -1%
CSc1ccccc1C(=O)NC1CCCCCC1 | -4% | 2 | -2% | 4% | -6 | 10% | 1% | -0.2% | -12%
CCOC(=O)C1(Cc2ccc(OC)cc2)CCN(C(=O)CCn2ccc(C)n2)CC1 | 2% | -2 | -16% | 3% | -3 | 7% | 7% | -0.4% | 1%
CC(=O)c1ccc(S(=O)(=O)Nc2c(C)nn(C)c2C)cc1 | 2% | -6 | -14% | -3%[57.1 µM] | -8 | -1% | 0% | -0.3% | 7%
Cc1cnc(NC(=O)COc2ccc3c(c2)CCC3)s1 | -4% | 2 | -20% | 0% | -1 | -5% | 8% | 5.4% | 4%
CC(=O)Nc1ccc(S(=O)(=O)NNc2cccc(C)c2)cc1 | -2% | 2 | -27% | 2% | 34 | -1% | -9% | 4.3% | 0%
CC(C)c1ccc(NC(=O)CCn2c(=O)c3cccn3c3ccccc32)cc1 | -2% | 0 | -11% | 4%[11.4 µM] | -4 | -11% | -3% | 1.8% | -2%
CCC(CC)NC(=O)CCc1nc2ccccc2c(=O)[nH]1 | -1% | -7 | 0% | -4% | 3 | -1% | -7% | 1.1% | 1%
COc1ccc(CNC(=O)CCn2c(=O)c3cccn3c3ccc(F)cc32)cc1 | 2% | 6 | -22% | -5% | -4 | -4% | 0% | 0.8% | -12%
C/C(N)=C(/C#N)C(=O)COC(=O)CCSc1ccccc1Cl | -3% | 1 | -20% | -5% | -9 | -9% | -4% | -0.5% | -4%
CN(C)c1ccc(CNC(=O)C2CCN(S(=O)(=O)c3cn(C)cn3)CC2)cc1 | -2% | 6 | -13% | 7%[57.1 µM] | 9 | 6% | 7% | -1.9% | 1%
CC(=O)c1cccc(Nc2cc(C)nc3nc(Cc4ccccc4)nn23)c1 | 0% | -2 | -18% | 1% | -3 | 12% | 2% | -0.7% | 3%
CCOC(=O)c1c(S(=O)(=O)NCCc2ccccc2)c(C)n(C)c1C | -2% | 1 | -13% | -9% | -5 | 11% | 2% | -0.1% | -10%
CC(C)NC(=O)c1ccc(CN2CCC(Cc3ccccc3)CC2)cc1 | -5% | 3 | -21% | -2% | -5 | 0% | -4% | -0.2% | 0%
COc1ccc(CC(=O)NCC2CCCN(Cc3ccc(SC)cc3)C2)cc1 (centres undefined) | -3% | -3 | -23% | -1% | 1 | -11% | -1% | 0.4% | -4%
COc1c(Cl)cc(C(=O)Nc2cccc(-c3nc4ccccc4[nH]3)c2)cc1Cl | -9% | -1 | -20% | 9% | -4 | 0% | -11% | 3.0% | 2%
CCOC(=O)N1CCC(NC(=O)C2CCC(CNS(=O)(=O)c3ccc(OC)cc3)CC2)CC1 (centres undefined) | -1% | 3 | -7% | 8%[57.1 µM] | -8 | 5% | -1% | 0.9% | -9%
O=C1C(=O)c2ccccc2C(O)=C1c1cccc([N+](=O)[O-])c1 | 1% | -2 | -10% | -2%[57.1 µM] | 2 | 23% | -2% | -0.5% | -26%
COc1ccc(-c2cc3nc(C)cc(N)n3n2)cc1 | -12% | -88* | -20% | 30% | 3 | 8% | -2% | 4.8% | 9%
COc1ccc(N2CCN(C(=O)COC(=O)CC(NC(N)=O)c3ccc(Cl)cc3)CC2)cc1 (centres undefined) | -3% | -2 | -7% | / | 0 | 3% | 5% | / | -2%
CN(C(=O)c1cccc(NC(=O)Cc2cccc(NC(=O)C3CCCN(C(=O)C4CC4)C3)c2)c1)C1CC1 (centres undefined) | -3% | 4 | -12% | 1% | -9 | -2%[38.3 µM] | 0% | / | 0%
O=c1sc2ccccc2n1CCCOc1ccccc1 | 2% | 4 | -10% | -3% | -1 | 9% | 0% | 3.1% | /
CC#CC(=O)N1CCC(CO)(CCc2ccccc2)CC1 | 0% | 12 | -15% | -1% | -2 | -2% | 4% | 0.9% | -9%
O=c1[nH]c(=S)c2[nH]c(=S)n(-c3ccccc3)c2[nH]1 | 0% | 10 | -14% | -11% | 1 | -5% | 1% | / | -5%
Cc1ccc(C)c(NS(=O)(=O)c2ccc3c(c2)n(C)c(=O)n3C)c1 | -4% | 3 | 0% | 3%[57.1 µM] | 1 | 17% | -2% | -0.5% | -9%
O=C(Nc1ccsc1C(=O)NC1CCCCC1)c1ccc(F)cc1 | -9% | -5 | -20% | 11% | -1 | 1% | -1% | 0.6% | -1%
Cc1cc(N2CCOCC2)ccc1/C=C1\NC(=O)N(Cc2ccccc2F)C1=O | 1% | 5 | -21% | 3%[11.4 µM] | -6 | 3% | -15% | 2.8% | ?
Cc1ccccc1[C@@H](NC(=O)OC(C)(C)C)C(=O)OC(C)(C)C | -3% | 1 | -1% | -3% | 3 | 5% | 0% | -0.4% | -3%
CN(C)S(=O)(=O)c1ccc(C(=O)Nc2ccc(S(=O)(=O)NC3=NCCCCC3)cc2)cc1 | -3% | 6 | -12% | -4% | -8 | 16% | -1% | -0.5% | 4%
CCCCOc1ccc(C(=O)NCC(=O)NCCOc2ccc(C)cc2)cc1 | -4% | 2 | -14% | -6% | -6 | 14% | -1% | 0.6% | -1%
Cc1cccc(NC(=O)Nc2cnccn2)c1 | 3% | -2 | -5% | 2% | -5 | 0% | 0% | 0.4% | -13%
CCOC(=O)Cc1ccc(NC(=O)Nc2ccccc2OCc2cc(=O)n3ccccc3n2)cc1 | -3% | 0 | -20% | 0%[57.1 µM] | 1 | 13% | 1% | 4.8% | -11%
CCOC(=O)c1csc(N/N=C2\CCc3ccccc32)n1 | 4% | -4 | -20% | 2% | 1 | 3% | -5% | 2.7% | 1%
COc1cccc(C(=O)Nc2cc3cc(OC)ccc3oc2=O)c1 | / | 1 | -15% | 4% | -2 | / | / | -1.1% | /
COc1ccc(NC(=O)Cn2cc(S(=O)(=O)c3ccccc3)c(=O)c3cc4c(cc32)OCO4)cc1 | 0% | -1 | -21% | 5% | -4 | -8% | -2% | 2.1% | 3%
COc1cc(OC)c(NC(=O)N2CCN3CCCCC3C2)cc1Cl (centres undefined) | -1% | 1 | 2% | 9% | 7 | -1% | -2% | 2.3% | -24%
COc1ccc(CNC(=O)c2cc(-c3ccc(OC)cc3)nc3n[nH]c(-c4cccc([N+](=O)[O-])c4)c23)cc1 | 0% | -3 | 6% | 2%[57.1 µM] | -7 | -1% | -5% | 2.7% | 1%
OCC1OC(n2ccc3c2ncn2ncnc32)C(O)C1O (centres undefined) | -8% | -9 | 3% | / | -2 | -11% | 1% | / | -2%
COc1ccc(CC(=O)OCC(=O)NCc2ccc(Cl)cc2)cc1 | -3% | 4 | -6% | -5% | 1 | -5% | -50% | 2.1% | 0%
CN(C)c1ccc(NC(=O)CCN2C(=O)c3cccc([N+](=O)[O-])c3C2=O)cc1 | 1% | 1 | -21% | 6% | -1 | -2% | -4% | -0.9% | -4%
Cc1ccc(S(=O)(=O)n2ccc3c2CCCC3=O)cc1 | -2% | -3 | -20% | 1% | -4 | 4% | 3% | -0.8% | 1%

# Screens: PubChem, National Center for Advancing Translational Sciences (NCATS)

# A portion of the library. The share of hits here may be higher or lower than overall.
